# p97 inhibitor: inhibitors of human p97 ATPase; recombinant p97 ATPase, Kinase-Glo ATP luminescence, 3 h; AID 1481; P55072; 220,000 tested, 0.42% active; inhibition, % at 8 µM; in the data active = inhibition above about 15%;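 also: 0% = DMSO vehicle and 100% = wells lacking enzyme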
# eIF4E-4G inh: eIF4E/eIF4G interaction inhibition in translation initiation; inhibition, % at 21.7 µM; TR-FRET eIF4E-eIF4GI(517-606) binding, 2 h; 220,000 tested, 0.37% active;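 active = inhibition above about 30%, limit read from the data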;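 also: 0% = full FRET control wells and 100% = background wells lacking eIF4GI fragment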
# KLK5 inh: kallikrein 5 (human) inhibition; inhibition, % at 5 µM; Q9Y337; recombinant hK5, fluorogenic AMC substrate cleavage; 210,000 tested, 0.59% active;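 active = inhibition of 40% or more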;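 also: 0% = enzyme controls without compound and 100% = no-enzyme blanks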
# 14-3-3 Bad inh: disrupts binding of bovine 14-3-3 zeta to phospho-Bad peptide; inhibition, % at 21.7 µM; 220,000 tested, 0.71% active; TR-FRET 14-3-3zeta/Dy647-pBad peptide displacement, 1 h; P63103;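 active = inhibition above about 70%, limit read from the data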;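 also: 0% = full 14-3-3 plus peptide FRET controls and 100% = background without 14-3-3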
# Target sequence (P63103 whole entry, looked up): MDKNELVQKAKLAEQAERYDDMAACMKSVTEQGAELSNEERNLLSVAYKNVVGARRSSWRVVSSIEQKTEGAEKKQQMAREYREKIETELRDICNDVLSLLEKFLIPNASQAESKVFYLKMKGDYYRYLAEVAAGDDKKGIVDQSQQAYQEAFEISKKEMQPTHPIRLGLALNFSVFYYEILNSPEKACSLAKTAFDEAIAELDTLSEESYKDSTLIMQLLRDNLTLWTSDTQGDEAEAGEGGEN
# Rad51 HR inh: blocks human Rad51 in homologous recombination; hRad51 DNA strand exchange, fluorescence dequenching; inhibition, % at 10 µM; 200,000 tested, 0.085% active; AID 1385; Q06609;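 active = inhibition above 40% at the single screening dose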;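 also: 0% = DMSO control wells and 100% = blanks with heterologous ssDNA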
#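 material = hRad51 filaments on single-stranded DNA | timing = filaments 15 min 37 °C, then compound 30 min | signal = FRET fluorescence dequenching, excitation 485 nm, emission 520 nm | benchmarks = control wells and blank wells on each plate | evaluation = percent inhibition relative to plate controls and blanks | compound = 10 µM final, single point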
# FXIIa inh 1536: blocks human coagulation factor XIIa protease activity | purified FXIIa, Boc-QGR-AMC fluorogenic substrate, 2 h | inhibition, % at 5 µM | 220,000 tested, 0.3% active | AID 800; in the data active = inhibition above about 40%;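 also: 0% = enzyme with no compound and 100% = blank without enzyme; many of its hits are not listed in these tables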
# Wee1 stabilizer: blocks degradation of human Wee1 kinase. HeLa Luc-Wee1K328M stability, luciferase luminescence; 100% = proteasome inhibitor MG132 effect. P30291. AID 1321. reporter increase, % at 5 µM. 220,000 tested, 1.2% active;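 active = activation above the mean of all tested compounds plus 3 SD, set per screening run, cut at about 8.8% in these data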;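 also: cells exposed to compound for 20 h before luminescence read; 0% = DMSO alone and 100% = MG132 at 30 µM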
# Target sequence (P30291 whole entry K328M): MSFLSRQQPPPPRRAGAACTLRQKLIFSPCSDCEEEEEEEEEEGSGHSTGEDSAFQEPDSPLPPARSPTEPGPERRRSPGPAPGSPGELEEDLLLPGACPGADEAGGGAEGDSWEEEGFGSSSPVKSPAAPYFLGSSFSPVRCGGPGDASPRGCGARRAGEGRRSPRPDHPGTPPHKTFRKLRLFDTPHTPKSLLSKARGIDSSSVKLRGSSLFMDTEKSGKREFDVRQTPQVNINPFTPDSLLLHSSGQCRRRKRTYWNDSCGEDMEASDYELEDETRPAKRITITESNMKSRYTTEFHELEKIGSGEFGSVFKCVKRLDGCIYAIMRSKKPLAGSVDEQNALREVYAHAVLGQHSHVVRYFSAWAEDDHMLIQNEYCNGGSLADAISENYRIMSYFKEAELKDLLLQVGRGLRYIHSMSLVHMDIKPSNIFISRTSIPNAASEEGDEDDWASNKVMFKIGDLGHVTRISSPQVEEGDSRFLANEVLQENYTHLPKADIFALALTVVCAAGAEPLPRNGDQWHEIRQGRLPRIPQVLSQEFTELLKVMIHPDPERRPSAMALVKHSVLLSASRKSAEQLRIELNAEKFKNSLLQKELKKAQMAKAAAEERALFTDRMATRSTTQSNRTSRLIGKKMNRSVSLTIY
# FXIa inh 1536: factor XIa (human) inhibition | P03951 | purified FXIa, Boc-Glu-Ala-Arg-AMC fluorogenic substrate | inhibition, % at 5 µM | 220,000 tested, 0.14% active | AID 798;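 active = inhibition of at least 40%; inactive = inhibition below 40%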;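 also: fluorescence of freed AMC excited at 355 nm; 0% = enzyme without compound and 100% = no enzyme blank; many of its hits are not listed in these tables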
# Mdm2 ligase inh: blocks human Mdm2 ubiquitin ligase activity; signal enhancement, % at 5 µM; 210,000 tested, 0.11% active; AID 1230; cell-based MDM2 ubiquitination luciferase reporter, 2 h; 0 = plate control, 100 = twice control, blank-subtracted;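 active = signal enhancement of 30% or more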;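 also: luminescence tracks abundance of the self-degrading MDM2-luciferase fusion protein; higher signal means inhibition of MDM2 E3 ligase activity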
#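 Material: stable MDM2–luciferase fusion reporter cells / Quantity: 2000 cells/well / Dosing: single 5 µM compound dose, 0.2% final DMSO / Buffer or medium: DMEM / Schedule: 4 h cell settling then 2 h compound exposure, 37 °C / Detection: luminescence with SteadyLite reagent, 15 min at room temperature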
# An asterisk follows results filed as active; / = no result given; [ ] = another dose, or the depositor's remark.
# Sample of the layout:
# Results follow in this order: FXIa inh 1536	Wee1 stabilizer	Rad51 HR inh	FXIIa inh 1536	KLK5 inh	Mdm2 ligase inh	p97 inhibitor	eIF4E-4G inh	14-3-3 Bad inh
COC(=O)C1=C(C)N=C2SC(C)C(=O)N2C1/C=C/c1ccccc1 (stereo not drawn)
    3	0	2	19	62*	-9	4	-4	10
COc1ccc(C2=NOC(C(=O)O)C2)cc1 (stereo not drawn)
    6	1	-6	19	-4	-3	-2	-2	0
CN(C)c1ccc(NC(=O)CC(NCc2ccccn2)C(=O)O)cc1 (stereo not drawn)
    6	1	0	11	-77	-9	3	12	3
Cc1c(F)cccc1NS(=O)(=O)c1ccc2c(c1)NC(=O)CO2
    -4	2	/	2	-4	-9	3	0	-8
CCOc1cc(CNn2nnnc2N)cc(Cl)c1OCC(=O)NC(C)(C)C
    -1	0	-4	8	3	-6	0	2[fluorescence artefact?]	4

# Main list, repeating the preview:
# Results follow in this order: FXIa inh 1536	Wee1 stabilizer	Rad51 HR inh	FXIIa inh 1536	KLK5 inh	Mdm2 ligase inh	p97 inhibitor	eIF4E-4G inh	14-3-3 Bad inh
COC(=O)C1=C(C)N=C2SC(C)C(=O)N2C1/C=C/c1ccccc1 (stereo not drawn)
    3	0	2	19	62*	-9	4	-4	10
COc1ccc(C2=NOC(C(=O)O)C2)cc1 (stereo not drawn)
    6	1	-6	19	-4	-3	-2	-2	0
CN(C)c1ccc(NC(=O)CC(NCc2ccccn2)C(=O)O)cc1 (stereo not drawn)
    6	1	0	11	-77	-9	3	12	3
Cc1c(F)cccc1NS(=O)(=O)c1ccc2c(c1)NC(=O)CO2
    -4	2	/	2	-4	-9	3	0	-8
CCOc1cc(CNn2nnnc2N)cc(Cl)c1OCC(=O)NC(C)(C)C
    -1	0	-4	8	3	-6	0	2[fluorescence artefact?]	4
N#Cc1cc(Cl)c(N2CCOCC2)cc1C#N
    -5	2	-4	1	-14	-5	-6	1	-4
CCOC(=O)CNC(=O)COc1ccc(Cl)cc1Br
    2	3	-3	-8	-11	20	3	0	6
COC(=O)C1=CN(C2CC2)C=C(C(=O)OC)C1c1ccc(C(=O)OC)cc1
    -9	-1	-3	5	-22	-1	-1	7	-15
COc1ccc(NC(=O)c2cccc(S(=O)(=O)Nc3ccc(Br)cc3)c2)cn1
    22	0	-12	16	40*	-21	-5	3	13
O=C1CC(SCCO)C(=O)N1c1ccc(Oc2ccccc2)cc1 (stereo not drawn)
    17	-2	1	25	3	-27	6	-8	10
CC1CCCC(C)N1C(=O)COC(=O)CCc1nc2ccccc2c(=O)[nH]1 (stereo not drawn)
    1	1	/	6	-14	-3	-2	2	15
O=C(NCCCn1ccnc1)C(=O)NCC(c1cccnc1)N1CCN(c2ccc(F)cc2)CC1 (stereo not drawn)
    -2	-1	-4	8	-12	/	-2	0	6
CC(C)Oc1cc(S(=O)(=O)N2CCCCC2)ccc1N
    8	-3	1	10	-1	-1	3	-3	-7
O=c1ccn(-c2ccccc2)[nH]1
    -2	-1	11	0	-9	-3	3	0	-12
CCOC(=O)C(=NC1CCS(=O)(=O)C1)NNc1cc(Cl)ccc1Cl (stereo not drawn)
    1	4	/	4	1	/	-1	3	-4
CC(C)(C)NC(=O)C[n+]1ccc(C(N)=O)cc1
    -1	2	13	11	-1	-20	0	1	-6
CC(=O)C1=C(C)NC(SCc2cccc([N+](=O)[O-])c2)=C(C#N)C1c1ccco1 (stereo not drawn)
    -2	1	/	10	-5	-27	0	3	2
Cc1cc2ccccn2c1C(=O)Nc1cccc(Cl)c1
    -3	-1	-17	4	-14	-12	1	1	-2
O=[N+]([O-])c1ccc(NC(=S)NCC(c2cccnc2)N2CCOCC2)cc1 (stereo not drawn)
    0	2	29	7	6	2	9	2	-28
COc1ccc(-c2nc3ccccc3c(=O)n2NC(=O)c2cccnc2Cl)cc1OC
    24	2	-14	30	-5	-13	0	9	12
CN(Cc1nccn1C)C(=O)CCc1nnc(CCC2CCCCC2)o1
    -1	-4	2	7	4	-5	-4	-2	-4
NC(=O)CCCC1=NS(=O)(=O)c2ccccc2N1
    -6	2	-1	14	3	6	2	4	-3[fluorescence artefact?]
Cc1cccc(N2C(=O)C3CC3C2=O)c1 (stereo not drawn)
    -5	-2	8	-2	-7	-5	4	1	-7
COc1ccc(N2CCN(C(CNC(=O)c3ccc4c(c3)OCO4)c3cccnc3)CC2)cc1 (stereo not drawn)
    6	2	1	8	7	2	0	4	5
COc1cccc(C2=NOC(C(=O)NC3CCCCC3)C2)c1 (stereo not drawn)
    -4	-1	0	11	-15	-9	-3	4	7
N/C(CS(=O)(=O)c1ccccn1)=N\OC(=O)c1ccc(Cl)cc1
    -6	2	13	9	-6	-18	4	-2	-2
Cn1c(=O)c2c(ncn2CC(=O)OCC(=O)Nc2cccc(Cl)c2)n(C)c1=O
    5	-2	-6	8	2	-56	7	-6	-3
COc1ncccc1-c1nnn(-c2ccc(Cl)c(Cl)c2)n1
    -1	1	-2	4	0	/	-3	4	19
N#Cc1c(/N=C/c2cc3ccccc3s2)sc2c1CCC2
    7	-2	-5	11	-1	-6	-4	-4	-4
CC(=O)NC1=NN(C(C)=O)C(c2ccccn2)S1 (stereo not drawn)
    2	1	/	12	17	-20	4	0	2
CCC(C(=O)NCc1ccccc1OC)c1ccccc1 (stereo not drawn)
    4	1	/	4	1	-8	2	-1	-7
Cc1onc(-c2ccccc2)c1C(=O)N/N=C(\N)COc1ccc(Cl)cc1
    -1	-1	2	10	-200	6	2	4	2[fluorescence artefact?]
CCOc1ncccc1C(=O)OCC(=O)c1ccc(Cl)s1
    0	2	-8	17	-2	-19	3	-2	12
Cc1ccc(OCCN2C(=O)OC(C)(C)C2(C)O)cc1 (stereo not drawn)
    -1	-2	-37	17	-1	-3	-1	3	0
CCCNC(=O)c1noc2c1CCc1ccccc1-2
    1	2	-1	10	-5	-38	1	4	-5[fluorescence artefact?]
CN(C)C(=O)COC(=O)c1ccccc1Nc1ccc(SC(F)F)cc1
    7	-1	-6	8	-4	-5	-1	-1	1
COc1ccc(Nc2nnc(-c3ccc(C)cc3)c3ccccc23)cc1C(=O)N1CCCCC1
    11	-3	/	15	-3	-2	5	3	11
COc1nnc(-c2ccc(N3CCOCC3)c(NC(=O)C3CCCCC3)c2)c2ccccc12
    4	-2	-6	17	0	-11	-3	0	-11
COc1ccc(/C=N/NC(=O)CNC(=O)c2ccc(S(=O)(=O)N3CCCC3)cc2)c(OC)c1
    -3	1	/	3	-3	-6	1	4	-5
CCCn1c(SCCc2ccccc2)nc2c1c(=O)[nH]c(=O)n2C
    4	3	-4	19	-27	-20	0	-4	-12
O=C(CNCCC1=CCCCC1)Nc1ccccc1N1CCCCC1
    5	0	-1	8	4	-3	-14	-1	44
Cc1ccc(C(=O)N2CCN(c3ccc(NC(=O)CSc4ccc(Cl)cc4)cc3)CC2)cc1
    6	-2	-8	5	-9	1	1	5	-3
CCCOC(=O)CCCCC1SCC(NC(=O)OC)C1NC(=O)OC (stereo not drawn)
    -2	3	6	8	-5	-23	-5	9	-4
CCOC(=O)C1=C(C)N=C2c3ccccc3C(=O)C2C1c1ccccc1 (stereo not drawn)
    -3	-3	0	10	17	-10	-1	1	-9
CCC1(c2ccccc2)NC(=O)N(Cc2cccc([N+](=O)[O-])c2)C1=O (stereo not drawn)
    -1	-2	1	4	-1	-8	1	1	-5
COc1ccc(C(=O)NCc2ccc(-c3nc4ccccc4s3)cc2)cc1OC
    6	2	3	10	-6	-15	-2	-7	7
CSc1nc(Oc2cccc(C(F)(F)F)c2)cc(C(F)(F)F)n1
    -6	0	-1	-3	-1	-12	-8	3	-10
COC(=O)c1cccnc1-n1c(=O)c2cccnc2n(Cc2cccc([N+](=O)[O-])c2)c1=O
    -3	2	6	1	-7	-9	1	1	2
Cc1ccccc1C1CC(c2cccs2)=NN1S(C)(=O)=O (stereo not drawn)
    11	2	1	11	6	-6	4	-2	-11
CCCCn1nc(-c2ccccc2)c2nc3ccccc3nc21
    -6	0	-95	-2	-3	-12	5	2	3
CC1CC(=O)NN=C1c1ccc(N(C)C)c([N+](=O)[O-])c1 (stereo not drawn)
    -16	-2	-5	14	5	7	-2	1	7
Cc1cc(N2C(=O)CC(Cc3ccccc3)C2=O)no1 (stereo not drawn)
    4	7	-2	-4	-21	-16	3	2	-11[fluorescence artefact?]
Cc1ccc(OCC(O)Cn2c(=N)n(CCN3CCCCC3)c3ccccc32)cc1 (stereo not drawn)
    5	-3	3	14	-21	-13	2	-8	0
c1ccc2c(c1)ncn2-c1ccc(-c2ccnc3ncnn23)cc1
    -3	2	2	7	-2	8	3	-2	4
Cc1ccc(C2=NN(C(=O)CCCC(=O)O)C(c3ccco3)C2)cc1 (stereo not drawn)
    -6	-2	5	3	-2	6	2	2	28
CC(C)Oc1ccc(/C(O)=C2/C(=O)C(=O)N(CCCn3ccnc3)C2c2cccnc2)cc1 (stereo not drawn)
    3	3	4	6	-3	-8	7	0	0
O=C(COC(=O)c1ccccc1C(=O)N1CCN(c2ccccc2)CC1)NCc1ccccc1
    -4	-1	0	-6	-20	-18	1	-8	-11
O=C1CN(C(=O)/C=C/c2ccccc2F)c2ccccc2N1
    -3	4	6	5	-2	8	6	1	-2
C[n+]1cc[nH]c1SCC(=O)c1ccccc1
    -4	7	/	8	-4	-17	4	-3	49[fluorescence artefact?]
Cc1cc2ncc(S(=O)(=O)C(C)(C)C)c(N)n2n1
    -3	2	-2	7	0	-15	3	-2	-7

# Remaining list, next part.
# Results follow in this order: FXIa inh 1536	Wee1 stabilizer	Rad51 HR inh	FXIIa inh 1536	KLK5 inh	Mdm2 ligase inh	p97 inhibitor	eIF4E-4G inh	14-3-3 Bad inh
O=C(CN1CCN(Cc2ccccc2Cl)C1=O)NC1CCCCCC1
    5	3	-2	17	-2	-8	-1	-6	-13[fluorescence artefact?]
COc1ccc(N(C(=O)Cn2nnc3ccccc32)C2(C(=O)NC3CCCC3)CCCCC2)cc1
    -9	-1	-1	2	-27	-13	-8	1	-3
CC(C)(C)n1nnnc1C(c1cccnc1)N1CCN(c2cccc(C(F)(F)F)c2)CC1 (stereo not drawn)
    8	-1	4	17	-9	6	-2	4	58
COc1ccc(C(=O)OCCCN(C)C)cc1OC
    2	1	10	5	-21	-2	6	0	3
CC(C)CNC(=O)CN(C)S(=O)(=O)c1ccc(F)cc1
    5	-2	/	7	-12	2	-3	2[fluorescence artefact?]	-2[fluorescence artefact?]
COc1ccc2c(COC(=O)CCS(=O)(=O)c3ccccc3)cc(=O)oc2c1
    -8	4	-10	9	2	21	2	2	14
COc1ccc(C(=O)C2CCCN(C(=O)c3ccc4cc[nH]c4c3)C2)c(C)c1 (stereo not drawn)
    -4	1	3	3	-1	-1	-7	1	3
CCOC(=O)c1sc(NC(=O)c2ccncc2)c(C#N)c1C
    -3	2	13	8	-12	-1	3	0[fluorescence artefact?]	9[fluorescence artefact?]
CC(C)NC(=O)c1c2c(nc3ccccc13)CCCC2
    9	0	0	16	-4	-14	2	1	5[fluorescence artefact?]

# Outcome played no part in choosing rows; about 3.5% have a hit in one of these screens.
